High-throughput results: PubChem BioAssay, National Center for Advancing Translational Sciences (NCATS)
LDHA inh – qHTS assay for inhibitors of human lactate dehydrogenase. L-lactate dehydrogenase A chain (Homo sapiens), P00338. purified LDHA, NADH/diaphorase-resazurin fluorescence; hits give low values. activity change, % (values are at about 110 or 230 µM). 0.15% of 480,000 active. AID 1347041, 2019; in the data active = activity change below about -30%; inconclusive = mostly about -25% to -30%;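 note: plate controls were DMSO wells for no effect and wells without enzyme for full effect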
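Enzyme activity of human lactate dehydrogenase 5 (2 nM; 0.06 mM NADH, 0.2 mM pyruvate, 5 min, RT) is measured via a resazurin/diaphorase fluorescence readout of residual NADH.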
IDH1 R132H inh – qHTS for Inhibitors of mutant isocitrate dehydrogenase 1 (IDH1): qHTS. IDH1-R132H enzyme, NADPH consumption, diaphorase/resazurin fluorescence. 0.093% of 390,000 active. Potency, µM (top dose mostly 76.6 µM), for inactives: at the top dose activity change, negative = inhibition, usual class: inhibitors; note: potency is the fitted concentration of half-maximal effect; % is set by controls: 0 for no effect and ±100 for the full control effect; nearly all actives have a fitted effect of over 65% in size
Target sequence (O75874 whole entry R132H, stated change not applied): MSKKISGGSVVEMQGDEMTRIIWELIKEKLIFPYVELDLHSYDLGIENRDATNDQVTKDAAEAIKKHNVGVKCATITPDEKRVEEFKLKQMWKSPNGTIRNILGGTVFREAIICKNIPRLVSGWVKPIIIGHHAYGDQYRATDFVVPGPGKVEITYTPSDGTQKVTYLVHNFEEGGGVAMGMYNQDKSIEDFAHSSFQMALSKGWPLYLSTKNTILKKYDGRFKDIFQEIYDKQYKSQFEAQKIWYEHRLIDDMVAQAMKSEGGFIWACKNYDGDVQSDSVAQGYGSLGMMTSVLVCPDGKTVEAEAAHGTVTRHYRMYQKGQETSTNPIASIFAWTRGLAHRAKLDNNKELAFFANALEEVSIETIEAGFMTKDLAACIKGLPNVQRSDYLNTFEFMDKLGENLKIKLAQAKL
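IDH1-R132H (0.5 ug/mL dispensed) in pH 7.5 Tris buffer was preincubated 30 min with compound, then given a substrate mix of 0.016 mM NADPH and 2 mM alpha-KG for 80 min at room temperature; remaining NADPH was read by diaphorase/resazurin fluorescence.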
USP1-UAF1 inh – Inhibitors of USP1/UAF1: Primary Screen; recombinant USP1/UAF1, Ub-Rhodamine cleavage fluorescence; Potency, µM (top dose mostly 57.1 µM), without a hit: top-dose activity change, negative = inhibition, actives largely listed as inhibitors; 0.23% of 390,000 active; AID 743255, 2014; note: potency is the fitted concentration of half-maximal effect; % is set by controls: 0 for no effect and ±100 for the full control effect; nearly all actives have a fitted effect of over 60% in size; inactives centre near -12
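1 nM enzyme complex + cpd, 15 min RT; start with Ub-Rho 150nM final; kinetic fluorescence ex 480/em 540, 6 reads q60 s. Buffer 50mM HEPES pH 7.8, 0.5mM EDTA, 0.1 mg/ml BSA, 1mM TCEP, 0.01% Tween-20.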
RGS4 inhibitor – Inhibitors of Regulator of G Protein Signaling (RGS) 4: qHTS; Regulator of G-protein signaling 4 (Homo sapiens), P49798; Transcreener GDP fluorescence polarization, RGS4-accelerated GTP hydrolysis; Potency, µM (titrated, usually from 114 µM), without a hit: top-dose activity change, negative = inhibition, actives largely listed as inhibitors; 0.039% of 390,000 active; AID 504845, 2011; note: potency is the fitted concentration of half-maximal effect; % is set by controls: 0 for no effect and ±100 for the full control effect; nearly all actives have a fitted effect of over 75% in size; some results filed as inactive show a strong effect at the top dose
Target sequence (P49798 whole entry, looked up): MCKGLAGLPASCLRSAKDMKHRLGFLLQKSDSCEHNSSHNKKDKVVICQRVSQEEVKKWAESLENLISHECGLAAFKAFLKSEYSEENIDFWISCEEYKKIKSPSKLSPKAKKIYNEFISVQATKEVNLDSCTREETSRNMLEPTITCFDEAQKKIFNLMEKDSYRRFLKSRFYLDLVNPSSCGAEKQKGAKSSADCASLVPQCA
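MLSMR compounds (23 nl, pin-transferred) preincubated 10 min at room temperature with a 500nM (2x) first reagent, then RGS4 at 900nM (2x) plus Transcreener GDP mix added; fluorescence polarization (620/688 nm) read before and after 90 min at 30 °C.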
Vif-APOBEC3G blk – qHTS for Inhibitors of Vif-A3G Interactions: qHTS; DNA dC->dU-editing enzyme APOBEC-3G (Homo sapiens), Q9HC16; 0.076% of 410,000 active; Potency, µM (series often up to 46.1 µM), without a hit: at the top dose activity, negative = active, hits mostly inhibitors; HeLa A3G-eYFP + Vif (tagged APOBEC3G with the HIV-1 protein that degrades it), YFP fluorescence, overnight; AID 602310, 2012;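 note: potency is the fitted concentration of half-maximal effect; % is set by controls: 0 for no effect and ±100 for the full control effect; nearly all actives have a fitted effect of over 60% in size; hits raise eYFP signal because A3G escapes Vif-driven loss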
Target sequence (Q9HC16 whole entry, looked up): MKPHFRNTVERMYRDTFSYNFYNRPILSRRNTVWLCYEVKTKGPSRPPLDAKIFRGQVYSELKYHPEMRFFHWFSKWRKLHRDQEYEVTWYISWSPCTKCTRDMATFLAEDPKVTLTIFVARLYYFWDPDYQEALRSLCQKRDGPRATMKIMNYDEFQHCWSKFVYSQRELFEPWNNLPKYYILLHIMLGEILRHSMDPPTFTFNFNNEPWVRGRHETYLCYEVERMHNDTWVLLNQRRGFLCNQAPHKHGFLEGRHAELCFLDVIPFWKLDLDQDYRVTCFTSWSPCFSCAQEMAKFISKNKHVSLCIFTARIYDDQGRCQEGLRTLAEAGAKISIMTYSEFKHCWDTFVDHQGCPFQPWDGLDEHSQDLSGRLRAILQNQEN
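Read-out is eYFP fluorescence (Ex 488/Em 500-530) from Vif-expressing HeLa A3G-eYFP cells; more signal means A3G escaped Vif-mediated degradation. Cells plated overnight, compound pinned in, incubated overnight at 37 deg C.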
TrxR1 substrate – qHTS Assay for Substrates of Mammalian Selenoprotein Thioredoxin Reductase 1 (TrxR1): qHTS. Thioredoxin reductase 1, cytoplasmic (Rattus norvegicus), O89049. purified TrxR1 substrate turnover, NADPH consumption readout. Potency, µM (titrated, usually from 114 µM), for inactives: at the top dose activity change, negative = substrate turnover. 0.01% of 390,000 active. AID 588456, 2011; note: potency is the fitted concentration of half-maximal effect; % is set by controls: 0 for no effect and ±100 for the full control effect; nearly all actives have a fitted effect of over 50% in size
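Rat TrxR1, dispensed at 90 nM, was prereduced with 400 uM NADPH (final) for 5 min at ~22 deg C, then incubated with compound 15 min before 400 uM selenite. A first-read NADPH fluorescence drop versus no-compound background flagged substrates.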
Vif-APOBEC3F blk – qHTS for Inhibitors of Vif-A3F Interactions: qHTS. HeLa A3F-eYFP + Vif (tagged APOBEC3F with the HIV-1 protein that degrades it), YFP fluorescence increase. Potency, µM (top dose mostly 46.1 µM), inactives show top-dose activity, negative = active. 0.2% of 390,000 active; note: potency is the fitted concentration of half-maximal effect; % of control where 0% means no effect; nearly all actives have a fitted effect of over 65% in size
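HeLa cells stably expressing Vif plus C-terminally eYFP-tagged A3F were seeded, incubated overnight at 37 deg C, dosed with compound, incubated overnight again at 37 deg C. Yellow fluorescence (Ex 488/Em 500-530) reported blocked Vif-mediated A3F-eYFP degradation.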
Glioma ERSR ind – qHTS for Inducers of the Endoplasmic Reticulum Stress Response (ERSR) in Human Glioma: qHTS; 0.02% of 420,000 active; U87-MG GRP78 promoter luciferase reporter, 16 h; Potency, µM, inactives show top-dose activation, actives largely listed as activators; note: potency is the fitted concentration of half-maximal effect; series mostly up to about 76 µM; % of control where 0% means no effect; nearly all actives have a fitted effect of over 35% in size
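Stably transfected U87-MG glioma cells carrying a GRP78-based luciferase sensor; 16 h compound incubation. Luminescence end-point read 10 min after Bright-Glo addition at room temperature.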
rTrxR1 inhibitor – qHTS Assay for Inhibitors of Mammalian Selenoprotein Thioredoxin Reductase 1 (TrxR1): qHTS; Thioredoxin reductase 1, cytoplasmic (Rattus norvegicus), O89049; recombinant rTrxR1, NADPH fluorescence consumption, selenite substrate; Potency, µM (highest dose often 114 µM), for inactives: top-dose activity change, negative = inhibition, hits mostly inhibitors; 1% of 390,000 active; AID 588453, 2011; note: potency is the fitted concentration of half-maximal effect; % is set by controls: 0 for no effect and ±100 for the full control effect; nearly all actives have a fitted effect of over 65% in size
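Rat TrxR1 (90 nM in the dispensed reagent) was pre-reduced with 400 uM NADPH for 5 min at room temperature, then incubated with compound for 15 min. After 400 uM selenite was added, NADPH fluorescence (Ex 340/Em 450 nm) was followed for 8 min.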
* hit, by the source's call; ? = inconclusive; nt = no result given; & = joins results of further samples; [ ] = remark or other dose. Unless noted, calls come from the whole dose curve; as a rule, active = well fitted curve in the direction sought with a large enough effect; inconclusive = small, poorly fitted or top-dose-only effect, or another doubt; inactive = no such curve, though single readings can be large; an effect the other way counts as inactive or inconclusive. Some of the compounds tested, so the mix of outcomes need not match the whole.

SMILES | LDHA inh | IDH1 R132H inh | USP1-UAF1 inh | RGS4 inhibitor | Vif-APOBEC3G blk | TrxR1 substrate | Vif-APOBEC3F blk | Glioma ERSR ind | rTrxR1 inhibitor
COc1ccc(CCNC(=O)CSc2nnc3ccc(-c4ccccn4)nn23)cc1OC | -3 | 7% | -11% | 9% | 2% | -2%[57.1 µM] | -6% | -6% | 3%[57.1 µM]
CCOC(=O)C1C(=O)N(C(=O)c2ccc(OC)cc2)CC1c1ccccc1 (stereo not given) | -12 | -10% | -19% | 17% | 2% | -2% | -2% | -2% | 5%
Cc1cccc(NC(=O)C2CCCC2)c1 | -6 | -1% | -5% | 19% | 2% | -3% | -3% | -2% | 21%
C=CCC(CC=C)(NC(=O)c1ccccc1C)c1ccccc1 | 2 | 6% | -7% | -11% | -6% | -4% | -1% | -1% | -3%
O=C(O)c1cc2cc(S(=O)(=O)O)ccc2cc1O | 14 | 3% | -13% | -19% | 0% | 4%[57.1 µM] | -2% | -1% | 2%[11.4 µM]
COc1ccc(C(=O)NNC(=O)CSc2nnc(COc3ccccc3OC)n2C)cc1 | 0 | -6% | 3% | 16% | 1% | 5% | -23% | -3% | 12%
Oc1ccc(Nc2nc(-c3ccc(O)cc3)cs2)cc1 | 4&14 | 1% | -15% | -21% | ? | 5% | -1% | 13% | 22%
COc1ccccc1NC(=O)CCCOc1cc(=O)n(C)c2ccccc12 | -1 | 18% | -11% | 3% | -7% | 9% | 3% | -5% | 18%
S=c1nc2ccccc2c2nc(-c3ccccc3Br)[nH]n12 | -3 | -5% | -10% | -46% | 1% | -5% | -3% | 4% | -56%[57.1 µM]
O=C(Nc1ccc(C(F)(F)F)cc1)c1ccccc1-n1cnnn1 | -5 | 9% | -22% | -4% | -6% | 5% | 0% | -5% | 24%
CCOc1ccc(S(=O)(=O)NCCC(=O)NCCCSc2ccccc2)cc1 | -10 | 1% | -4% | 24% | 1% | -15% | 4% | -3% | -10%
CC(=O)N1CCC(N(C(=O)Nc2c(F)cccc2F)C(C)C)CC1 | 0&-2 | 6%&9% | 11%&-27% | 2%&10% | 10%&1% | 6%[57.1 µM] | 1%&5% | -2%&-5% | 10%[57.1 µM]
O=S(=O)(c1ccc(F)cc1)N(CC(O)Cn1c2ccccc2c2ccccc21)c1ccccc1 (stereo not given) | 3 | 0% | -15% | 4% | -3% | -5% | -18% | -1% | 20%
O=C(CCC(=O)N1CCOc2ccccc21)NCCCc1ccccc1 | -8 | 2% | -18% | 7% | -8% | 8%[57.1 µM] | -3% | 0% | 39%
O=C(COc1ccccc1)Nc1nnc(-c2ccccc2)o1 | -12 | -19% | -8% | -20% | -1% | -14% | -18% | -4% | -24%
Cc1cccc(NC(=S)N2CCN(S(=O)(=O)c3cccc(F)c3)CC2)c1 | -6 | 4% | -20% | -3% | 7% | 8%[57.1 µM] | -7% | -5% | 18%[57.1 µM]
CN(Nc1cccc(Cl)c1)c1cccc(Cl)c1 | 1 | 4% | -5% | -2% | ? | 4%[57.1 µM] | -2% | -4% | 6%[2.29 µM]
CCCCCCn1c(CN2CCCCC2C)nc2c1c(=O)n(C)c(=O)n2C (stereo not given) | -2 | 1% | ? | 26% | 1% | 7% | -2% | -1% | 9%
CCOc1ccccc1CN1CCN(C2CCC2)CC1CCO (stereo not given) | -3 | 0% | -9% | -10% | -4% | 4% | 6% | -2% | 4%
CCOc1ccc(S(=O)(=O)Nc2cccc(Cl)c2)cc1 | -3 | 7% | ? | 10% | ? | 5% | -13% | 0% | 18%
O=C(NC1CCCC1)C(c1cccnc1)N(Cc1ccc(F)cc1)C(=O)c1csnn1 (stereo not given) | -5 | 0% | -20% | -9% | 1% | 0% | -10% | -2% | 9%
CC(C)CC(CO)N1CCN(C(=O)c2ccccc2)CCC1=O (stereo not given) | -3 | -2% | -29% | 2% | -2% | 8% | -10% | -1% | 26%
O=C(Cc1cc(=O)[nH]c(=O)[nH]1)NCc1ccc(Cl)cc1 | -3 | -3% | 6% | 18% | 0% | 5% | 0% | -4% | 32%
COc1cccc(N2CC(NC(=O)CCCc3ccccc3)CC2=O)c1 (stereo not given) | -2 | -5% | 5% | 24% | 10% | -7%[57.1 µM] | 0% | -2% | 2%[57.1 µM]
COc1cccc(CNC(=O)CCSCc2ccccc2F)c1 | -10 | -5% | 3% | 0% | 6% | -10% | -11% | -4% | -11%
CC(OC(=O)Cc1c[nH]c2ccccc12)C(=O)NC1CCCCC1C (stereo not given) | 1 | -13% | -5% | -6% | -1% | -12% | -1% | -4% | -14%
Oc1ccccc1C=NC1CCCCC1N=Cc1ccccc1O (stereo not given) | 18 | 0% | -20% | -6% | 2% | 1% | ? | 2% | -2%
CCOC(=O)C1=C(C)Nc2nc3ccccc3n2C1c1ccncc1 (stereo not given) | 0 | 1% | -14% | -5% | -4% | 0% | -8% | -4% | -19%
O=C(C(=O)c1ccc(O)cc1)c1ccccc1 | -1 | -6% | -21% | 5% | -3% | -6% | -1% | -3% | 4%
Cc1onc(-c2ccccc2Cl)c1C(=O)Nc1ccccc1C(=O)NC(C)C | -8 | 6% | -12% | -14% | -9% | 14% | -9% | -4% | 32%
COc1ccc(CNC(=O)COC(=O)CCOc2ccccc2)cc1 | 3 | 6% | -14% | 12% | 0% | 6% | 2% | -1% | 5%
CN(c1ccccc1)S(=O)(=O)c1ccc(C(=O)OCC(=O)N2CCOCC2)cc1 | -1 | 6% | -11% | -19% | 1% | -5% | -5% | 0% | -8%
O=C(Cn1c(=O)oc2ccccc21)Nc1ccc(F)cc1 | 1 | -7% | -13% | 14% | 1% | 3% | 1% | -3% | 30%
O=C(NNC(=S)Nc1ccccc1)Nc1ccccc1 | -7 | 0% | -6% | -34% | 0% | -2%[57.1 µM] | -13% | 24% | -6%[57.1 µM]
CC(N)=NCCCC[C@@H](N)C(=O)O | nt | nt | nt | -2%[56.9 µM] | nt | 2%[57.1 µM] | nt | -5% | ?
CC(=O)NNC(=O)CN1C(=O)/C(=C/c2ccccc2)SC1=S | -2 | 4% | -18% | 8%[56.9 µM] | 0% | 2%[57.1 µM] | 3% | 3% | 5%[57.1 µM]
Cc1ccc(Cl)cc1-n1ncc2c(NC3CCCCCC3)ncnc21 | 5&-2 | -11% | -9% | -7% | -6% | -4%[57.1 µM] | 2% | -4% | 2%[57.1 µM]
COc1cccc(C2NC(=O)c3n[nH]c(-c4cccs4)c32)c1 (stereo not given) | -2 | 6% | -5% | -7% | -5% | 1% | -2% | -4% | -3%
CCOC(=O)C1C(=O)C(C(C)=O)C(=O)CC1CC(C)SCC (stereo not given) | -7 | -2% | -5% | 2% | -7% | 15% | -3% | -2% | ?
CN(Cc1ccc(Cl)cc1Cl)C(=O)c1cccc(S(=O)(=O)N2CCN(c3ccccc3)CC2)c1 | -7 | 8% | -3% | 13% | 1% | -3% | -5% | -6% | 18%
Cc1cc(C)cc(NC(=O)Nc2ccc3nc(N4CCN(C)CC4)cc(C)c3c2)c1 | -1 | 12% | -18% | 16% | -1% | 25% | -5% | -5% | 71%[activator]
Cc1ccc(CNC(=O)c2ccc(NS(=O)(=O)c3c(C)noc3C)cc2)cc1 | -2 | 0% | -22% | 5% | -1% | -7% | 4% | -4% | -6%
O=C(NCc1ccccc1F)C1CCCN(C(=O)N2CCOc3ccccc32)C1 (stereo not given) | -10 | -14% | 5% | 20% | 6% | -4% | 0% | -1% | 18%
COc1cc(/C=C2/C(=O)NN(c3ccc(Cl)cc3)C2=O)cc(Br)c1O | -1 | 18% | ? | -42% | -8% | -15% | ? | -4% | -21%
C=C(C)CSc1nnc(-c2ccccc2)n1N | -4 | 3% | -22% | -12% | -3% | -1% | 4% | 2% | 9%
COc1ccc(C2CC(c3ccc(OC)cc3)n3nc(NC(=O)c4cccs4)nc3N2)cc1 (stereo not given) | -8 | 0% | -9% | -6% | 0% | -1%[57.1 µM] | -5% | -1% | -8%[57.1 µM]

Quoted from the listing:
Cc1cc(C)cc(NC(=O)Nc2ccc3nc(N4CCN(C)CC4)cc(C)c3c2)c1 in TrxR1 substrate has 25%
Cc1ccc(CNC(=O)c2ccc(NS(=O)(=O)c3c(C)noc3C)cc2)cc1 in Glioma ERSR ind has -4%
